# Bioassay records (PubChem)
# PI5P4K alpha inh: PI5P4K alpha (human) kinase inhibition. max response, %. PI5P4Kalpha enzyme, ADP-Glo luminescence, 60 min; active compounds read low. P48426. AID 652105. 330,000 compounds, 1.2% hits; active = max response of -50% or lower; inconclusive = between -30% and -50%; inactive = -30% or higher; note: value at the top dose of about 77 µM; % is set by controls: 0 for no effect and ±100 for the full control effect
#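 Controls without substrate or without enzyme flank wells where PI5P4Kalpha converts substrate using 5 microM ATP (final). Incubation lasts 60 minutes at room temperature; ADP formed is read by ADP-Glo luminescence.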
# EPAC1 agonist: agonists of human EPAC1 | O95398 | EPAC1 agonist qHTS, biochemical assay; response scale: 100% = response to 6.5 mM cAMP | Potency, µM (doses to about 154 µM), without a hit: at the top dose activation, actives largely listed as activators | 360,000 compounds, 0.073% hits; note: potency is the fitted concentration of half-maximal effect; nearly all actives have a fitted effect of over 60% in size
#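 Nucleotide exchange by EPAC1 (100 nM) on Rap1B–BODIPY-GDP (250 nM) in the presence of 50 uM GDP is tracked fluorescently at 480/540 nm over 30 min. Signals are normalized to a 6.5 mM cAMP control.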
# GLP1R cytotox: cytotoxicity in counter-screen for GLP-1R inverse agonists | HEK293 cAMP-luciferase reporter cells, luminescence, 24 h | Potency, µM (doses to about 38.3 µM), for the others: at the highest dose activity change, negative = inhibition, most hits filed as inhibitors | 410,000 compounds, 0.13% hits;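 note: loss of luciferase light is scored as toxicity; potency is the fitted concentration of half-maximal effect; % is set by controls: 0 for no effect and ±100 for the full control effect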
#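 Here, cytotoxicity is scored as loss of luminescence. The MLSMR collection was tested on cells seeded in medium containing 10% Nu serum, with a 24 hr compound exposure preceded by 12 hours of culture.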
# GLP1R ag: activates the human GLP-1 receptor; Potency, µM (doses to about 45.6 µM), without a hit: at the highest dose activation, hits mostly activators; P43220; HEK293 GLP-1R CRE-luciferase, luminescence, 4-6 h; cells express a hypersensitive GLP-1R form; 380,000 compounds, 0.007% hits; note: potency is the fitted concentration of half-maximal effect; % of control where 0% means no effect
# Target sequence (P43220 whole entry, looked up): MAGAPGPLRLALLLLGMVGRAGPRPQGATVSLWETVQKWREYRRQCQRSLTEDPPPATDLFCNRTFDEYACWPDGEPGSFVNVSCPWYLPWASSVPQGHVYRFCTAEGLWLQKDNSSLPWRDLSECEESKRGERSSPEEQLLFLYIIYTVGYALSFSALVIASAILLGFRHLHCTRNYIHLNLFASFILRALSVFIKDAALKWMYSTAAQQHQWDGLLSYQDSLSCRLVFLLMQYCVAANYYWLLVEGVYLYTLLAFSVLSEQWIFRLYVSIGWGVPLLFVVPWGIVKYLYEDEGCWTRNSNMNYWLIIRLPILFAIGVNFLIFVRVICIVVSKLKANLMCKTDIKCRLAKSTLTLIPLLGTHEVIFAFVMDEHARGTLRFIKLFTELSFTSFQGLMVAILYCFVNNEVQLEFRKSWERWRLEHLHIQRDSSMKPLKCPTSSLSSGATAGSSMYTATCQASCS
# PLK1 PBD block: inhibitors of human PLK1 polo-box domain binding. P53350. Plk1 PBD binding of FITC phosphopeptide, fluorescence polarization. Potency, µM, without a hit: max response, negative = inhibition, actives largely listed as inhibitors. 360,000 compounds, 2.8% hits. AID 720504; note: potency is the fitted concentration of half-maximal effect; series mostly up to about 57 µM; % is set by controls: 0 for no effect and ±100 for the full control effect; nearly all actives have a fitted effect of over 65% in size
# Target sequence (P53350 whole entry, looked up, the tested form may be a part): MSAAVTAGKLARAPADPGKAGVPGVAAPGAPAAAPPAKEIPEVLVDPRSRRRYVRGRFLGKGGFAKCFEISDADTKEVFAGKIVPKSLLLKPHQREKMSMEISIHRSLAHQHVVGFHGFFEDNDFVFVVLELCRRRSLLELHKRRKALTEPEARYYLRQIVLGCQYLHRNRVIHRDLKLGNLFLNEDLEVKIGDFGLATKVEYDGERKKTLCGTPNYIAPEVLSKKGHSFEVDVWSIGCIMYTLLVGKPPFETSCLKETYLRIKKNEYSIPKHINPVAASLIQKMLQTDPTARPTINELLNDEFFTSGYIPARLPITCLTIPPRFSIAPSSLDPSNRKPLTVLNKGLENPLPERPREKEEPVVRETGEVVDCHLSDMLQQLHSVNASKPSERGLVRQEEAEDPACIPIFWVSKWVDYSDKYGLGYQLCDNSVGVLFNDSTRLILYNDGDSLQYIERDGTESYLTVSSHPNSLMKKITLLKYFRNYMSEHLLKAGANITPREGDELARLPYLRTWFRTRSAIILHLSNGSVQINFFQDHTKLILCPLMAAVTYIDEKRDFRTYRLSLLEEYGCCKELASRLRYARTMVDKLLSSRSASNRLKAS
# IL-2 act: activates IL-2 in a cell-based reporter assay. IL-2 activation reporter assay, cell-based qHTS; stimulated with anti-CD3/CD4/CD28 beads; in transgenic mouse T cells. activation, % (series mostly up to about 46 µM). 360,000 compounds, 0.065% hits; in the data active = activation above about 50%; inconclusive = mostly about 30% to 49%; note: 0% is about no effect
#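 Unstimulated transgenic mouse T cells; 60-min compound exposure; bead-based TCR/CD4/CD28 stimulation; 18 h culture, 37 degrees C; dual fluorescence (EGFP, DsRed) plate cytometry.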
# GLP-1R inv ag: inverse agonists of human GLP-1 receptor. P43220. HEK293 GLP-1R CRE-luciferase, luminescence, 24 h; GLP-1R form is constitutively active. Potency, µM (top dose mostly 38.3 µM), for the others: top-dose activity change, negative = inhibition, usual class: inhibitors. 410,000 compounds, 1.6% hits; note: potency is the fitted concentration of half-maximal effect; % is set by controls: 0 for no effect and ±100 for the full control effect; nearly all actives have a fitted effect of over 55% in size
#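 Readout was luciferase luminescence, measured 12 min after detection reagent at room temperature. Beforehand, GLP-1R reporter HEK293 cells had sat 12 h, then received compounds for 24 hr at 37 deg C.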
# EPAC1 antagonist: EPAC1 (human) antagonism. O95398. EPAC1 GEF assay, Rap1b-BODIPY-GDP exchange fluorescence. Potency, µM (doses to about 115 µM), without a hit: top-dose activity change, negative = inhibition, usual class: inhibitors. 360,000 compounds, 0.14% hits. AID 720709;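 note: potency is the fitted concentration of half-maximal effect; plate controls were vehicle for no effect and positive control for full effect; nearly all actives have a fitted effect of over 50% in size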
# PTHR1 ag: agonists of human PTHR1 parathyroid hormone receptor; Q03431; HEK293 GP2 PTHR1 cells, GloSensor cAMP luminescence, 1 h; Potency, µM (titrated, usually from 115 µM), without a hit: top-dose activation, actives largely listed as activators; 410,000 compounds, 0.075% hits; note: potency is the fitted concentration of half-maximal effect; nearly all actives have a fitted effect of over 55% in size; some results filed as inactive show a strong effect at the top dose; inactives centre near -15; many of its hits are not listed in these tables
#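 HEK-293-derived GP2 cells expressing PTHR1 and a GloSensor cAMP reporter, 3,000/well, plated overnight, given luciferin plus IBMX (each 0.5 mM as added) for 1 h at 37 °C, then compound for 1 h at 37 °C. Luminescence was read after 15 min at room temperature.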
# Starred values were filed as active, the others as inactive; i = inactive; ? = inconclusive; . = not tested or not shown; [ ] = remark or other dose. Unless noted, calls come from the whole dose curve; as a rule, active = well fitted curve in the direction sought with a large enough effect; inconclusive = small, poorly fitted or top-dose-only effect, or another doubt; inactive = no such curve, though single readings can be large; an effect the other way counts as inactive or inconclusive.
SMILES,PI5P4K alpha inh,EPAC1 agonist,GLP1R cytotox,GLP1R ag,PLK1 PBD block,IL-2 act,GLP-1R inv ag,EPAC1 antagonist,PTHR1 ag
COc1ccc(S(=O)(=O)Nc2cccc3c2O[C@H](CN(C)S(=O)(=O)c2ccc(OC)cc2)[C@@H](C)CN([C@H](C)CO)C3=O)cc1,-6.7,-22.8%,0.2%,1.6%,-1.1%,-0.6,13.7%,-10.2%,-32.2%[inhibitor]
CC1=C(C(=O)Nc2cccc(C)c2C)C(c2cccs2)NC(=S)N1 (stereo not given),-7.9,6.3%,-3.3%,0.2%,-10.9%,-0.4,25.5%,-21.5%,i
CCc1nnc(NC(=O)c2cc(S(=O)(=O)N(C)c3ccc(OC)cc3)ccc2Cl)s1,-3.7,5.1%,7.0%,1.2%,-7.5%,2.5,6.7%,10.2%,i
CN(C1CCCCC1)S(=O)(=O)c1ccc(C(=O)O)cc1,4.3,3.7%,13.7%,3.8%,-4.1%,-0.6,19.0%,-4.4%,i
COc1ccc(CCNC(=O)CNCC(c2ccccc2)N(C)C)cc1OC (stereo not given),-1.7,5.4%,5.1%,-6.0%,-12.2%,-0.5,6.2%,-2.8%,-0.1%
CCCCn1c(N)c(N(CCOC)C(=O)COC(=O)CSc2cc(C)c3ccccc3n2)c(=O)[nH]c1=O,-4.0,-2.3%,3.2%,5.7%,-1.7%,-0.8,29.5%,-14.4%,i
CC1(C)CC(=O)C=C(NCc2ccncc2)C1,.,6.6%,-0.6%,-4.5%,-12.4%,-0.2,1.0%,-7.8%,i
Cc1ccc(C(=O)NCC(=O)Nc2ccc3c(c2)OCCO3)cc1,-0.9,-3.1%,15.3%,-2.5%,-12.7%,-3.0,9.1%,2.8%,21.2%
CCOc1ccc(OCCOCCn2ccnc2)cc1,-3.6,-2.4%,6.6%,-10.8%,-0.5%,-2.7,9.9%,-11.9%,-1.3%[57.5 µM]
OCCN(CC#CCn1c2ccccc2c2ccccc21)CCO,-2.6,3.5%,7.6%,15.4%,-5.2%,0.4,-25.7%,-5.3%,-18.5%
CC(Cc1ccccc1)NC(=O)CCNNC(=O)c1ccncc1 (stereo not given),-6.3,-7.4%,15.3%,8.9%,-1.9%,-3.0,18.8%,10.1%,-24.3%
CC[C@H](C)[C@H](NC(N)=O)C(=O)NCCc1ccc(OC)c(OC)c1,6.0,-7.1%,-0.5%,0.0%,-8.7%,-4.2,-0.4%,-5.7%,i
Cc1ccc(NC(=O)c2cc(N3C(=O)C4CC=CCC4C3=O)ccc2N2CCOCC2)cc1Cl (stereo not given),3.6,10.0%,-7.4%,-11.8%,-4.8%,-1.7,?,-26.7%,i
COc1ccccc1NC(=O)N1CCCC1,3.2,3.6%,-2.4%,0.2%,0.7%,-1.9,1.7%,2.3%,0.8%
COC(=O)/C(=C\c1ccc([N+](=O)[O-])o1)NC(=O)c1ccccc1,3.5,-5.3%,?,6.4%,-3.8%,-2.9,18.9%,14.2%,-11.5%
COc1ccc(CNC(=O)CCCn2c(SCC#N)nc3cc4c(cc3c2=O)OCO4)cc1,-0.4,9.4%,-0.4%,-5.5%,-9.5%,-1.0,0.0%,-0.1%,i
CC(C)[C@H]1COCCS(=O)(=O)N1Cc1ccccc1F,6.5,7.2%,-7.6%,-1.5%,0.7%,-2.0,-18.1%,-21.3%,i
O=C(c1ccc2c(c1)OCO2)N1CCC(Cc2ccccc2)CC1,-2.5,-0.3%,-1.9%,9.6%,1.3%,-3.6,?,-12.3%,-10.2%
Cc1cc(Br)ccc1NC(=O)c1sc2ncn(CC(=O)N3CCN(c4ccccn4)CC3)c(=O)c2c1C,8.3,-3.6%,-11.8%,-6.1%,-2.7%,0.5,-31.1%,6.0%,-8.0%
Nc1nnc(-c2ccccc2[N+](=O)[O-])o1,-6.3,-3.9%,-3.9%[0.307 µM],7.3%,-5.7%,0.4,-8.2%[0.307 µM],5.3%,i
Cc1ccc(-n2ncc3c(Nc4cccc(C)c4)ncnc32)cc1,.,.,-16.3%,-3.1%,.,.,3.0%,.,i
CCOc1cc(/C=C(\C#N)C(=O)Nc2ccc(C)cc2)ccc1OCc1cc(=O)n2nc(CC)sc2n1,.,.,3.2%,-0.3%,.,.,15.6%,.,-2.0%
COc1ccc2nc(SCC(=O)NCc3ccc(F)cc3)[nH]c2c1,-7.4,1.5%,-5.7%,4.5%,0.2%,-3.6,-31.4%,-20.4%,-2.2%
CC1=CC(=O)C(C(C)=Nc2ccccc2Cl)C(=O)O1 (stereo not given),-5.9,4.5%,11.6%,8.4%,-6.0%,1.7,25.6%,-0.8%,-3.2%
O=C(Nc1cccnc1)c1ccc(Cl)c(S(=O)(=O)N2CCCCC2)c1,2.8,5.7%,0.8%,16.4%,-7.8%,2.9,-4.5%,-21.8%,-30.8%[inhibitor]
CC(=O)N1CCN(C(=O)c2ccco2)CC1,4.1,14.5%,4.2%,5.7%,-12.6%,0.1,13.0%,12.3%,i
CCc1c(C)c(C#N)c2nc3ccccc3n2c1NCc1ccccn1,0.2,7.4%,52.3%[activator],-0.5%,2.1%,0.5,13.0%,-11.4%,i
CC(C)n1nnnc1SCC(=O)NNC(=O)C1CCCCC1,.,4.6%,-14.4%,-0.3%,-6.4%,1.1,2.9%,-4.1%,-15.4%[57.5 µM]
CCOC(=O)Cc1ccc(Nc2nc(NC)nc3ccsc23)cc1,-0.5,-5.6%,-9.5%,24.4%,-1.1%,0.0,5.1%,-10.3%,-23.3%
C=CCn1c(SCC(=O)Nc2c(C)nn(Cc3ccccc3)c2C)nnc1C(O)c1ccccc1 (stereo not given),.,7.1%,-28.4%,6.0%,-0.1%,-0.9,-15.6%,2.7%,-2.7%[57.5 µM]
CC(=O)Nc1cccc(OC(=O)N2CCOCC2)c1,6.6,7.0%,0.1%,-11.0%,0.4%,0.7,14.2%,2.3%,i
COc1ccc(N2CCN(C(=N)/C(C(C)=O)=C(\C)O)CC2)cc1,0.4,6.6%,10.5%,1.8%,-6.0%,0.6,0.3%,-9.1%,-10.4%[57.5 µM]
O=C(Nc1ccc(SC(F)F)cc1)C1CC(=O)N(Cc2ccccc2)C1 (stereo not given),1.7,0.3%,1.3%,0.1%,-7.7%,-2.4,?,2.9%,-2.3%
c1ccc2sc(N3CCOCC3)nc2c1,.,-1.5%,2.5%,5.6%,-9.5%,-0.7,41.1%[activator],13.3%,i
COc1ccc([N+](=O)[O-])cc1N(CC(=O)NC(C(C)C)C(C)C)S(C)(=O)=O,1.5,-8.3%,-18.8%,2.1%,-7.7%,-0.3,-7.1%,-14.5%,i
Cc1ccc2nc(SCC(=O)c3c(N)n(C4CC4)c(=O)[nH]c3=O)[nH]c2c1,1.9,-9.2%,-3.0%,2.4%,-1.7%,1.5,1.0%,-8.6%,i
Cc1cccc(N=Cc2cc(Br)cc(Cl)c2O)c1,?,5.6%,9.7%[7.66 µM],2.5%,?,0.4,-4.9%[7.66 µM],-9.7%,i
CCOC(=O)c1cc(=O)n2[nH]c(-c3ccc(C)cc3)cc2n1,?,-0.1%,42.8%[activator],1.9%,-7.7%,0.8,31.6%[activator],12.2%,-11.7%[57.5 µM]
CN(C)S(=O)(=O)c1cccc(NC(=S)N(CCC#N)Cc2cccnc2)c1,0.3,6.2%,-0.9%,-10.4%,-4.5%,-0.2,-9.8%,3.0%,-24.1%
COC(=O)[C@H](Cc1ccc(O)cc1)NC(=O)Cn1ccc(NC(=O)OCc2ccccc2)nc1=O,-2.7,-4.3%,-2.6%,24.3%,2.8%,0.0,5.7%,-6.3%,-23.1%
COc1ccc(Cl)cc1NC(=O)c1cccc(S(=O)(=O)Nc2c(C)n(C)n(-c3ccccc3)c2=O)c1,2.5,2.6%,0.7%,1.9%,2.0%,1.7,-11.7%,9.0%,-14.3%
Cc1ccc(Nc2nc3ccccc3s2)c(C)c1,17.1,20.7%,-7.2%,-10.2%,-9.2%,0.3,?,-13.8%,-25.1%
Cc1nn(CC(=O)N2CCC(C(N)=O)CC2)c(=O)c2nn(-c3ccccc3)c(C)c12,-0.7,-10.9%,-9.5%,-0.5%,?,1.0,10.5%,14.8%,i
COc1ccc(CCNC(=O)c2cc(-c3ccncc3)nc3c(Cl)cccc23)cc1OC,-6.2,-0.5%,-1.9%,11.2%,0.8%,-1.7,-20.2%,-28.9%,-5.9%
CC1CCC2(CC1)NC(=O)N(NC(=O)CCl)C2=O (stereo not given),1.8,-0.4%,7.5%,-0.3%,-10.8%,-0.7,1.6%,3.8%,i
O=C(NC1CCCCCC1)c1ccc(=O)n(Cc2ccccc2)n1,0.0,-2.9%,5.0%,-2.3%,1.6%,-2.9,?,-13.9%,-22.1%
Clc1ccc2c(c1)-c1ccccc1C1=NCCN12,?,8.5%,?,-10.9%,3.9%,-3.2,3.98µM*,-5.0%,i
O=C(O)CCSc1nnc(COc2ccc([N+](=O)[O-])cc2)n1-c1ccccc1,-2.1,16.4%,-3.5%,2.8%,-3.8%,4.7,-4.3%,-16.6%,i
O=C(NN=Cc1cc([N+](=O)[O-])ccc1O)c1cccc2ccccc12,5.8,-3.4%,?,-9.1%,1.7%,-6.0,?,-0.1%,i
O=C(CC(=O)c1ccccc1)c1ccccc1,17.8,13.3%,4.3%,0.0%,-8.4%,-3.9,?,-8.1%,i
CCN(CC)CCCN=C(C)C1=C(O)c2ccccc2C1=O,0.3,7.1%,-0.1%,0.2%,-4.3%,-4.1,-29.9%,3.3%,i
COc1ccc(-c2c(-c3ccc(OC)c(F)c3)c3ccccc3n2C)cc1,14.8,5.6%,12.2%,-0.8%,-2.6%,3.8,?,-25.5%,-21.9%
CCc1cc2c(=O)c(-c3nc4ccccc4[nH]3)coc2cc1OC(=O)N1CCOCC1,.,0.0%,9.6%,-7.4%,-3.9%,0.1,1.8%,?,-21.9%[57.5 µM]

# The list is partial (hit frequency here may not be typical).
